Screening results deposited in PubChem by National Center for Advancing Translational Sciences (NCATS).
EPAC1 antagonist = qHTS for Antagonist of cAMP-regulated guanine nucleotide exchange factor 3 (EPAC1): primary screen | EPAC1 GEF assay, Rap1b-BODIPY-GDP exchange fluorescence | Rap guanine nucleotide exchange factor 3 (Homo sapiens), O95398 | Potency, µM (top dose mostly 115 µM), without a hit: at the highest dose activity change, negative = inhibition, hits mostly inhibitors | 360,000 compounds, 0.14% hits;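 further: potency means the concentration at half of the fitted maximal effect; plate controls were vehicle for no effect and positive control for full effect; nearly all actives have a fitted effect of over 50% in size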
PLK1 PBD block = qHTS for Inhibitors of PLK1-PDB (polo-like kinase 1 - polo-box domain): Primary Screen; Potency, µM, for the others: max response, negative = inhibition, most hits filed as inhibitors; 360,000 compounds, 2.8% hits; Serine/threonine-protein kinase PLK1 (Homo sapiens), P53350; Plk1 PBD binding of FITC phosphopeptide, fluorescence polarization; further: potency means the concentration at half of the fitted maximal effect; series mostly up to about 57 µM; on the % scale 0 is the no-effect control and ±100 the full control effect; nearly all actives have a fitted effect of over 65% in size
Target sequence (P53350 whole entry, looked up, the tested form may be a part): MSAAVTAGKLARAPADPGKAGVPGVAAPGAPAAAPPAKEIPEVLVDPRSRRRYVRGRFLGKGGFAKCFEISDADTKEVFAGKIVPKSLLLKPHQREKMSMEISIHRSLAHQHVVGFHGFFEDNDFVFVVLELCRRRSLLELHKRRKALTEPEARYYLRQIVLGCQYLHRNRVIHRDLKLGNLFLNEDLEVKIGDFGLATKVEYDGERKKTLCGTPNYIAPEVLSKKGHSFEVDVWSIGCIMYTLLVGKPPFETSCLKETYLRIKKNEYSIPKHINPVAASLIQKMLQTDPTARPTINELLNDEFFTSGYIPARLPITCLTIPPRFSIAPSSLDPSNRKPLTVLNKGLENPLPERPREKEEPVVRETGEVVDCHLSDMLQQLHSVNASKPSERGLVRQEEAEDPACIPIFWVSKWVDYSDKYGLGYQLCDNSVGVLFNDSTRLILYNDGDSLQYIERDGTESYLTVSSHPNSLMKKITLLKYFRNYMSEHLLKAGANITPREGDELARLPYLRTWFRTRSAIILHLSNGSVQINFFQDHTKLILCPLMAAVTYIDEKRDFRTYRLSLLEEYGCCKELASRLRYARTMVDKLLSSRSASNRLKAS
aSyn rescue = qHTS of alpha-syn Inhibitors. Potency, µM (series often up to 46.1 µM), without a hit: at the highest dose growth rescue (activation), usual class: activators. Yeast expressing alpha-synuclein, growth rescue, BacTiter-Glo, 24 h. 370,000 compounds, 0.14% hits; further: potency means the concentration at half of the fitted maximal effect; % of control where 0% means no effect; nearly all actives have a fitted effect of over 65% in size
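Readout is rescue of growth in alpha-synuclein-expressing yeast, so inhibitors of toxicity appear as activators. Growth after 24 hr at 30 deg C in galactose medium is quantified by luminescence.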
Abeta rescue = qHTS for compounds that reverse cellular toxicity of Amyloid beta (A-beta) peptide in yeast: Primary Screen. 410,000 compounds, 0.063% hits. AID 1347071, 2019. Potency, µM (doses to about 46.1 µM), for the others: top-dose growth rescue, hits mostly activators. yeast expressing A-beta42, growth rescue, OD600, 48 h; response scale: 0% DMSO, 100% iron-clioquinol control; further: potency means the concentration at half of the fitted maximal effect; nearly all actives have a fitted effect of over 55% in size
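Yeast A-beta toxicity model in growth medium with pinned compounds, 48 h at 30 C; growth read as absorbance at 600 nm. Normalized to FeCl3/clioquinol equimolar mix (positive) and DMSO (negative).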
FUS yeast rescue = qHTS for Suppressors of FUS Proteinopathy: Primary screen using FUS-linked yeast assay. 390,000 compounds, 0.24% hits. Potency, µM (titrated, usually from 76.6 µM), without a hit: top-dose growth rescue (activation), most hits filed as activators. S. cerevisiae FUS-expressing, growth rescue, OD600, 24 h;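 further: potency means the concentration at half of the fitted maximal effect; plate controls were DMSO vehicle for no effect and reference control for full effect; nearly all actives have a fitted effect of over 55% in size; some results filed as inactive show a strong effect at the top dose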
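Absorbance at 600 nm, taken 24hr after compound addition, measured rescue of FUS-yeast growth at 30C. Induction used 2% galactose with seeding at OD 0.005. Controls: CP55940 from 92uM final, DMSO only.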
PI5P4K alpha inh = qHTS for Inhibitors of phosphatidylinositol 5-phosphate 4-kinase (PI5P4K). 330,000 compounds, 1.2% hits. Phosphatidylinositol 5-phosphate 4-kinase type-2 alpha (Homo sapiens), P48426. max response, %. PI5P4Kalpha enzyme, ADP-Glo luminescence, 60 min; stronger effect = lower value; active means max response of -50% or lower; inconclusive means between -30% and -50%; inactive means -30% or higher; further: value at the top dose of about 77 µM; on the % scale 0 is the no-effect control and ±100 the full control effect
Target sequence (P48426 whole entry, looked up): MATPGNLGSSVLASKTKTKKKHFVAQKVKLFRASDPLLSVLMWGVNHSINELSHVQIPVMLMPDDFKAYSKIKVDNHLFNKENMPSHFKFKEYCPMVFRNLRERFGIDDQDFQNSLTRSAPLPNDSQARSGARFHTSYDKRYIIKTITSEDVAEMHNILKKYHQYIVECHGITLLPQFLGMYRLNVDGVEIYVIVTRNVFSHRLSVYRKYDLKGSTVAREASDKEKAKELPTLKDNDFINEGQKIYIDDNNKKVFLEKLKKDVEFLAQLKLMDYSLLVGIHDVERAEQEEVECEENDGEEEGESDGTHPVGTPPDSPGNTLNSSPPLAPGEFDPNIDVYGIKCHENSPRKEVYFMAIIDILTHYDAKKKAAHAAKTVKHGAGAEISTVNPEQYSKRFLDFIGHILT
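Luminescence from ADP-Glo served as readout of PI5P4Kalpha activity in a qHTS format. Reaction: enzyme, substrate, compound, ATP at 5 microM final, 60 min at RT.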
EPAC1 ag = qHTS for Agonist of cAMP-regulated guanine nucleotide exchange factor 3 (EPAC1): primary screen; AID 720707, 2013; 360,000 compounds, 0.073% hits; Potency, µM (series often up to 154 µM), without a hit: top-dose activation, most hits filed as activators; EPAC1 agonist qHTS, biochemical assay; response scale: 100% = response to 6.5 mM cAMP; further: potency means the concentration at half of the fitted maximal effect; nearly all actives have a fitted effect of over 60% in size
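Nucleotide exchange by EPAC1 (100 nM) on Rap1B–BODIPY-GDP (250 nM) in the presence of 50 uM GDP is tracked fluorescently at 480/540 nm over 30 min. Signals are normalized to a 6.5 mM cAMP control.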
IL-2 act = qHTS of IL-2 Activators; IL-2 activation reporter assay, cell-based qHTS; stimulated with anti-CD3/CD4/CD28 beads; in transgenic mouse T cells; 360,000 compounds, 0.065% hits; activation, % (series mostly up to about 46 µM); AID 652025, 2013; in the data active means activation above about 50%; inconclusive means mostly about 30% to 49%; further: 0% is about no effect
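Quantitative HTS in unstimulated transgenic mouse T cells, with memory T cells as non-tolerant control and PMA/ionomycin as tolerance-bypass control. Compound pretreatment lasted 60 minutes before 18 h bead stimulation; EGFP/DsRed fluorescence read.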
WRN helicase inh = qHTS for Inhibitors of WRN Helicase. WRN helicase unwinding, fluorescent forked duplex, kinetic. Potency, µM (titrated, usually from 114 µM), inactives show at the highest dose activity change, negative = inhibition, actives largely listed as inhibitors. 360,000 compounds, 0.46% hits. AID 651768, 2012; further: potency means the concentration at half of the fitted maximal effect; on the % scale 0 is the no-effect control and ±100 the full control effect; nearly all actives have a fitted effect of over 55% in size
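Screening of the MLSMR collection measured strand separation of a quenched forked DNA duplex (100 nM) by 20 nM WRN with 2 mM ATP, all final. Compounds were preincubated with enzyme 15 min at room temperature.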
An asterisk follows results filed as active; u = inconclusive; x = not tested or not shown; [ ] = another dose, or the depositor's remark. Unless noted, the call rests on the fitted dose curve; in most records, active means well fitted curve in the direction sought with a large enough effect; inconclusive means small, poorly fitted or top-dose-only effect, or another doubt; inactive means no such curve, though single readings can be large; an effect the other way counts as inactive or inconclusive.

Value order – EPAC1 antagonist	PLK1 PBD block	aSyn rescue	Abeta rescue	FUS yeast rescue	PI5P4K alpha inh	EPAC1 ag	IL-2 act	WRN helicase inh
COc1ccc(-c2nc3ccc(C)cn3c2CC(C)(C)C)cc1OC
    u	-16%	-1%	0%	16%	-4	10%	-0.8	-11%
O=C(c1cc([N+](=O)[O-])ccc1N1CCCCC1)N1CCCCC1
    11%	-18%	2%	5%	11%	x	-6%	-2.6	-4%
CSc1ccc(CN2CCC(n3nccc3NC(=O)c3ccccc3C)CC2)cc1
    5%	30µM*	6%	13%	1%	1	7%	-2.1	5%
CN(Cc1ccccc1)C(=O)COc1ccc2ccccc2c1
    -15%	-2%	5%	4%	19%	-5	5%	1.6	-9%
CC(C)Oc1ccc(Cn2c(=O)sc3ccccc32)cc1
    -17%	2%	-9%	10%[9.22 µM]	-23%	-2	11%	-4.4	-7%
COc1ccc(NC(=O)CSCc2cc(=O)n3c(C)csc3n2)cc1
    4%	-14%	-5%	-6%	-1%	23	-8%	-1.2	10%
Cc1ccc(C)c(NC(=O)c2ccc(OCc3c(C)noc3C)cc2)c1
    1%	-2%	7%	2%	x	0	6%	-3.6	-14%
Cc1ccc(C(=O)N2CCN(c3ccccn3)CC2)cc1
    1%	-8%	-2%	-7%	-18%	2	12%	-0.6	0%
COc1cc(C=O)ccc1OCCOCCOc1ccccc1Cl
    0%	-4%	11%	-8%	-11%	-7	3%	2.0	3%
CCOC(=O)/C=C1\SCC(=O)N1CC(=O)NC(c1ccccc1)c1ccccc1
    -8%	-6%	7%	11%	x	4	-5%	3.1	-8%
O=S(=O)(CCc1ccncc1)C1Cc2cccc3cccc1c23 (stereo not drawn)
    -10%	0%	-13%	-3%	19%	-3	-3%	-0.7	-17%
O=C(O)COc1ccc(-c2nnn(CC(=O)O)n2)cc1
    14%	3%	4%	16%	17%	x	6%	-1.3	3%
O=C(C1CCN(Cc2cccs2)CC1)N1CCN(Cc2ccc3c(c2)OCO3)CC1
    -3%	-12%	-9%	-18%	-1%	3	-3%	1.3	-13%
COc1ccc2c(c1)[nH]c1c(=O)n(CCN(C)C)cnc12
    3%	-2%	0%	16%	10%	0	5%	-2.3	3%
Cc1ccc(NC(=O)c2n[nH]c(=O)c3ccccc23)cc1S(=O)(=O)N1CCOCC1
    5%	-1%	5%	-3%	-8%	-12	-7%	-0.6	-4%
O=C(CCNS(=O)(=O)c1ccccc1C(F)(F)F)NCc1ccc2c(c1)OCO2
    5%	-4%	-3%	6%	16%	x	9%	-2.5	12%
CCOc1cccc2cc(C(=O)NCc3ccccc3Cl)c(=O)oc12
    3%	-1%	-1%	17%	3%	-1	11%	0.0	-3%
N#CCCCC#Cc1ccc2c(c1)COc1c3ccccc3nn1-2
    -9%	-8%	-13%	-24%	-1%	2	13%	-0.7	-4%
Cc1c(OC(C)C(=O)NCCCn2ccnc2)ccc2c3c(c(=O)oc12)CCC3 (stereo not drawn)
    1%	-1%	-2%	6%	-13%	1	10%	0.6	-2%
CC(C)(C)n1ncc2c(=O)n(CC(=O)NCc3ccc(F)cc3)cnc21
    3%	-2%	10%	28%	-11%	7	-8%	-0.5	-1%
CCOc1ccccc1N1CCN(C(=O)c2cc(S(=O)(=O)N(C)C)ccc2N2CCCC2)CC1
    11%	-4%	-1%	-4%	37%	-2	-6%	-0.2	-3%
COc1ccc(Cl)cc1S(=O)(=O)N1CCC(C(=O)N2CCOCC2)CC1
    7%	-1%	1%	4%	-2%	-6	-12%	0.0	-7%
CC(=O)OC1CCC2C3CCc4cc(OP(=O)(N5CC5)N5CC5)ccc4C3CCC12C (stereo not drawn)
    0%	-6%	2%	-5%	7%	0	-32%[inhibitor]	0.2	-4%
Cc1nnc(SCC(=O)NCc2ccc(Cl)cc2)[nH]c1=O
    4%	-27%	6%	1%	27%	0	2%	-1.4	-28%
COc1ccccc1N(C)S(=O)(=O)c1ccc(C(=O)OCC(=O)N2CCC2)cc1
    8%	4%	6%	20%	-8%	1	-4%	-1.4	3%
Cn1nc(C(=O)Nc2nnc(C3CC3)s2)c2ccccc2c1=O
    20%	-12%	-9%	18%	-22%	4	11%	0.7	4%
CCN(CC)C(=O)c1cccc(-c2csc(C(C)(O)c3cccc(F)c3)n2)c1 (stereo not drawn)
    -18%	-1%	-17%	20%	u	-2	-9%	-0.9	0%
O=C(C[n+]1cccc(O)c1)NCc1ccc(Cl)cc1
    -12%	-8%	-6%	-6%	8%	0	3%	0.9	-9%
CC(C)c1ccc(-c2csc3nc[nH]c(=O)c23)cc1
    -7%	-14%	-7%	-17%	-2%	-10	3%	0.9	0%
COc1cccc(/C=C2\Oc3cc(OCC(=O)N4CCCC4)ccc3C2=O)c1OC
    -8%	-4%	5%	6%	36%	-12	19%	-0.9	-26%
O=C(C1CC(=O)N(c2ccccc2)C1)N1CCN(c2ccccc2)CC1 (stereo not drawn)
    -17%	-1%	4%	-5%	23%	-6	8%	0.1	-1%
O=C1N[C@H](Cc2ccccc2)C(=O)N[C@H]1Cc1cn(S(=O)(=O)c2ccccc2)c2ccccc12
    -9%	-6%	6%	-1%	-21%	1	-12%	1.1	0%
CC(C)(C)OC(=O)NCCCCCc1cn(CC(=O)NCCCCCCCCCCC(=O)N2CCN(C(=O)OC(C)(C)C)CC2)nn1
    u	-17%	-8%	0%	9%	-1	-8%	-1.0	-10%
Cc1ccc(N(CC(=O)Nc2ccc(F)c(Cl)c2)S(=O)(=O)c2c(C)noc2C)cc1
    -17%	-7%	1%	1%	6%	12	20%	2.1	-1%
CCn1c2ccccc2c2cc(NC(=O)CN(C)CC(=O)Nc3ccc(N4CCOCC4)cc3)ccc21
    -13%	7%	-1%	5%	39%	-3	4%	-0.2	-6%
CCOC(=O)CNC(=O)C1CCCN(c2ncccn2)C1 (stereo not drawn)
    -14%	-9%	-1%	-7%	29%	x	-19%	1.3	-4%
COc1cc2c3nnc(-c4ccc(F)cc4)c-3cn(Cc3ccc(C)cc3)c2cc1OC
    36%[activator]	10%	-8%	-8%	9%	1	-51%[inhibitor]	349*	-21%
COc1ccc(OC)c(CC(NC(C)=O)C(=O)NC2CCN(c3c(Cc4ccccc4)c(C)nc4ncnn34)CC2)c1 (stereo not drawn)
    -6%	-7%	3%	-3%	30%	-5	3%	-3.6	1%
CCC(C(=O)O)N1C(=O)/C(=C/C(C)=C/c2ccccc2)SC1=S (stereo not drawn)
    u	24µM*	-10%	-4%	20%	-2	1%	6.4	-25%
COc1ccc(S(=O)(=O)N2CCN(C(=O)c3cc(C)on3)CC2)cc1
    1%	-4%	-3%	-18%	-20%	-1	-1%	0.4	18%
O=C(Nc1ccccc1N1CCCC1)c1ccc(Br)o1
    -12%	-3%	-6%	5%	29%	x	10%	0.7	-12%
COC(=O)c1ccccc1NC(=O)CC(NCc1ccccc1)C(=O)O (stereo not drawn)
    21%	-9%	-1%	-14%	-7%	x	5%	-2.4	-9%

Molecules above containing a Cl atom:
Value order – EPAC1 antagonist	PLK1 PBD block	aSyn rescue	Abeta rescue	FUS yeast rescue	PI5P4K alpha inh	EPAC1 ag	IL-2 act	WRN helicase inh
COc1cc(C=O)ccc1OCCOCCOc1ccccc1Cl
    0%	-4%	11%	-8%	-11%	-7	3%	2.0	3%
CCOc1cccc2cc(C(=O)NCc3ccccc3Cl)c(=O)oc12
    3%	-1%	-1%	17%	3%	-1	11%	0.0	-3%
COc1ccc(Cl)cc1S(=O)(=O)N1CCC(C(=O)N2CCOCC2)CC1
    7%	-1%	1%	4%	-2%	-6	-12%	0.0	-7%
Cc1nnc(SCC(=O)NCc2ccc(Cl)cc2)[nH]c1=O
    4%	-27%	6%	1%	27%	0	2%	-1.4	-28%
O=C(C[n+]1cccc(O)c1)NCc1ccc(Cl)cc1
    -12%	-8%	-6%	-6%	8%	0	3%	0.9	-9%
Cc1ccc(N(CC(=O)Nc2ccc(F)c(Cl)c2)S(=O)(=O)c2c(C)noc2C)cc1
    -17%	-7%	1%	1%	6%	12	20%	2.1	-1%
